Bioassay records (PubChem)
TcdB GH inh – TcdB glycohydrolase inhibitors, primary screen, biochemical, single point, plate reader. inhibition, % at 9.99 µM. actives 0.24% (n = 350,000). Toxin B (Clostridioides difficile), P18177. TcdB glycohydrolase enzymatic assay; in the data active means inhibition above about 10%
Mtb UGM inh – M. tuberculosis UGM enzyme inhibitors, primary screen, biochemical, fluorescence polarization, single point; UDP-galactopyranose mutase (Mycobacterium tuberculosis (strain ATCC 25618 / H37Rv)), …; purified UGM, fluorescence polarization probe displacement; inhibition, % at 10 µM; actives 0.06% (n = 320,000); in the data active means inhibition above about 10%, passing the limit was not always enough
Target sequence (P9WIQ1 whole entry, looked up): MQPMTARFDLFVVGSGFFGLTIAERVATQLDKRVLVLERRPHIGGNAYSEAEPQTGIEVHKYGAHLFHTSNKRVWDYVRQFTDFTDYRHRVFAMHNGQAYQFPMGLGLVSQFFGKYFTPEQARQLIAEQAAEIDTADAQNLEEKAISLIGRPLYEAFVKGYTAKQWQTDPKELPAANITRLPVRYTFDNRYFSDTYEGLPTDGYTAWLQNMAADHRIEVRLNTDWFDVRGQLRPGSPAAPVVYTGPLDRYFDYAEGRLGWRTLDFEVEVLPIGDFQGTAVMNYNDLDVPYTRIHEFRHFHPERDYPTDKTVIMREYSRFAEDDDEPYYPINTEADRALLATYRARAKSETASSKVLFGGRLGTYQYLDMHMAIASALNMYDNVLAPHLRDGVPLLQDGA
GDH-TPI inh – GDH-TPI coupling enzyme inhibitors, primary screen, artefact control for M. tuberculosis FBA inhibitor project, biochemical, absorbance, full deck; GDH-TPI coupled enzyme counterscreen, NADH absorbance; inhibition, % at 4.8 µM; actives 1.2% (n = 360,000); AID 588335, 2011; in the data active means inhibition above about 30%;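 further: 0% = DMSO wells and 100% = wells lacking the enzyme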
FBA Mtb inh – Mtb FBA enzyme inhibitors, primary screen, biochemical, fluorescence, strain H37Rv; Fructose-bisphosphate aldolase (Mycobacterium tuberculosis (strain ATCC 25618 / H37Rv)), …; purified M. tuberculosis FBA, fluorescence read-out; inhibition, % at 1 µM; actives 2.3% (n = 360,000); in the data active means inhibition above about 27%;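 further: 0% = vehicle and 100% = reference inhibitor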
Target sequence (P9WQA3 whole entry, looked up): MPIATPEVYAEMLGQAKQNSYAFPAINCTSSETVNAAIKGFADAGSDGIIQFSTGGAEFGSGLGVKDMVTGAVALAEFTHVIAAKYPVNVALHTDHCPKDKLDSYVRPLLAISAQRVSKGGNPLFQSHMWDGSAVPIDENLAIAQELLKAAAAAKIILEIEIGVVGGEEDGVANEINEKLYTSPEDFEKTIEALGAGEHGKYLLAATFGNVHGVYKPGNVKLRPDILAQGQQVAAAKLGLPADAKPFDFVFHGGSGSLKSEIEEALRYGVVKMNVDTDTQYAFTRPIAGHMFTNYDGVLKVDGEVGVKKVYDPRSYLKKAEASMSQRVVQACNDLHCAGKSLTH
BH1578 lux ind – inducers of Vibrio cholerae quorum light production without autoinducers, primary screen, BH1578 luxS cqsA deficient, single point | V. cholerae BH1578 lux reporter, luminescence, 6 h | activation, % at 18.7 µM | actives 0.16% (n = 350,000); in the data active means activation mostly above about 9.7%, no sharp cut-off; further: not every result past the cut was called active; inactives centre near 0; reference of the scale not given here
BioA inh – M. tuberculosis BioA enzyme inhibitors, primary screen, biochemical, plate reader, single point, HTS; actives 0.096% (n = 360,000); 7,8-diaminopelargonic acid synthase BioA (Mycobacterium tuberculosis); AID 602481, 2012; inhibition, % at 9.99 µM; purified M. tuberculosis BioA enzyme; in the data active means inhibition above about 40%
Y pestis TopoI – Yersinia pestis topoisomerase I inhibitors, primary screen, biochemical, cleavage product accumulation, plate reader, single point; actives 0.064% (n = 360,000); Y. pestis Topo-I cleavage product accumulation; activity, % at 10 µM; AID 504884, 2011; DNA topoisomerase I (Yersinia pestis CO92); in the data active means activity above about 50%, passing the limit was not always enough; further: inactives centre near 2
PfHsp40 yeast – rescue of yeast from PfHsp40 toxicity, primary screen, S. cerevisiae, ATP luminescence | S. cerevisiae expressing PfHsp40, growth rescue | actives 0.68% (n = 340,000) | growth rescue, % at 12.5 µM; in the data active means growth rescue above about 28%, passing the limit was not always enough;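 further: yeast W303a lacking pdr1 and pdr3 grown in galactose medium; growth measured after three days at 30 °C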
FadD28 FP inh – inhibitors of FadD28 bisubstrate probe binding, primary screen, biochemical, fluorescence polarization, single point | Mycobacterium tuberculosis FadD28 fatty-acid-AMP ligase | inhibition, % at 12.5 µM | actives 0.22% (n = 360,000) | AID 588549, 2011; in the data active means inhibition above about 8.5%, passing the limit was not always enough
* hit, by the source's call; i = inactive; x = not tested or not shown.

SMILES	TcdB GH inh	Mtb UGM inh	GDH-TPI inh	FBA Mtb inh	BH1578 lux ind	BioA inh	Y pestis TopoI	PfHsp40 yeast	FadD28 FP inh
COc1cc(C=O)ccc1OCc1ccccc1Br	x	-4.4	5	3	-2.1	x	15	-1.1	-2.0
COc1ccc2c(Cl)c(C(=O)N/N=C/c3ccncc3)sc2c1	1.4	-0.3	16	-2	-0.5	-0.7	12	1.9	-0.8
CCCCN(C(=O)c1ccccc1Br)C(c1ccc(OC)cc1)c1nc2ccccc2[nH]1 (centres undefined)	2.3	x	x	-3	x	-6.2	x	x	-2.4
Cc1cccc(NC(=S)N2CCN(C(=O)c3ccco3)CC2)c1	2.3	3.5	1	0	-1.4	2.2	3	-0.5	-4.1
CCN1C(=O)[C@H]2[C@@H](c3ccc(OC)cc3)N[C@]3(CCCN(CCC(C)C)C3=O)[C@H]2C1=O	-0.1	x	0	0	-0.4	-0.7	-2	x	0.0
COc1ccc(N(CC(=O)NCc2ccc(F)cc2)C(=O)c2snc(C(N)=O)c2N)cc1OC	-0.9	1.2	7	0	-0.1	0.1	10	0.0	x
CSc1nc(Oc2ccc(F)cc2F)cc(C(F)(F)F)n1	x	0.2	10	1	i	1.2	-5	-0.7	-1.7
COc1cc(/C=C/C(=O)OCC(=O)N2CC(=O)Nc3ccccc32)ccc1O	3.2	1.9	14	3	3.7	x	8	0.1	-4.6
COc1cc(S(=O)(=O)Nc2ccccn2)ccc1F	x	-0.3	-3	7	-0.4	0.4	2	0.9	-4.8
CC(C)Oc1ccc(/C=C(/NC(=O)c2ccccc2)C(=O)NC(Cc2ccccc2)C(=O)O)cc1 (centres undefined)	0.9	2.9	7	0	-0.1	x	10	-1.1	x
CCOC(=O)N1CCN(Cc2nc3c(c(=O)n(C)c(=O)n3C)n2Cc2cccc(C)c2)CC1	x	-2.8	-1	0	-2.5	2.0	8	0.0	-2.7
Cc1ccc(CCNC(=O)C2CCCN(S(=O)(=O)c3c(C)nn(C)c3C)C2)cc1 (centres undefined)	2.3	1.3	-3	3	-0.3	0.1	6	-1.4	-3.9
CC1(C)CC(=O)c2cnc(NC(=O)CSc3nc4ccccc4o3)nc2C1	x	-0.5	5	1	0.6	-1.2	4	-1.5	-1.3
COCCN1Cc2cccc(C(=O)NCc3ccccn3)c2C1=O	0.0	-1.6	1	-3	0.0	0.2	3	-0.6	-2.6
COCCCNC(=O)c1ccc2c(=O)n(Cc3ccc4c(c3)OCO4)c(=S)[nH]c2c1	x	-3.6	14	-7	-0.3	-0.5	3	-0.5	-3.0
COc1ccccc1C(=O)OCc1cc(=O)n2ccsc2n1	-5.9	1.1	20	6	-3.3	-0.6	-2	-1.1	-2.0
CCN1C(=O)[C@H]2[C@H]3CN=C(SCc4ccc(Cl)cc4)N3[C@@](C)(C(=O)OC)[C@H]2C1=O	0.3	x	8	-2	1.1	-0.2	8	-0.6	-2.0
Cc1oc(-c2cccc(F)c2)nc1CN1CCCCC1CCn1cccn1 (centres undefined)	1.8	5.2	1	0	x	x	12	-0.3	-1.0
CC(C)[C@H](N)c1nnc2n1N=C(c1ccc(Cl)cc1)CS2	-0.8	-2.4	6	-1	1.3	-0.1	5	-0.4	-2.7
O=C(CCN1C(=O)C2CC=CCC2C1=O)Nc1ccccc1Cl (centres undefined)	-0.1	1.4	4	1	-0.5	-2.0	-2	-1.3	0.2
Cc1ccc(-c2nn(C)c(=O)c3ccccc23)cc1S(=O)(=O)NCCO	x	-2.7	8	4	i	-2.9	-8	0.1	0.2
CCOC(=O)c1c(OCC)[nH]c2ccc(O)cc12	x	0.1	-6	-2	-6.9	0.6	-8	-1.0	-1.1
COc1ccc(NC(=O)c2cc(-c3ccccc3)nc3c2c(C)nn3-c2ccccc2)c(OC)c1	-4.1	-2.4	-1	1	-0.3	x	-2	-0.7	-4.0
Cc1cc(NC(=O)CSc2nnc(-c3ccco3)n2Cc2ccccc2)no1	x	3.9	6	0	x	11	-1	0.2	-2.8
COc1cccc(-n2c(SCC(N)=O)nnc2-c2ccco2)c1	0.4	-3.3	15	1	-0.2	-1.7	-1	-1.3	-0.7
O=S(=O)(NC1CCCC1)c1ccc(F)cc1F	1.0	x	-5	-3	0.2	-0.5	8	x	-4.2
O=C(Nc1ccc2c(c1)CCC2)c1ncoc1-c1ccccc1F	0.3	x	1	0	-0.1	-1.3	30	4.8	-15
Cc1cc(C(=O)NCc2cccs2)n(-c2ccccc2)n1	1.4	3.4	-8	-6	-0.4	0.3	-11	-0.2	-6.5
C/C(=N\NC(=O)c1ccoc1C)c1ccc(Br)s1	1.1	2.6	17	0	i	-0.8	-2	-0.8	1.0
O=C(NC1CCCCC1)C(c1cccs1)N(Cc1cccs1)C(=O)c1ccco1 (centres undefined)	x	-3.8	0	-3	-4.8	-1.3	13	1.0	-3.9
COc1ccc(C(=O)N2CCOC2CNC(=O)C(=O)NCc2ccco2)cc1 (centres undefined)	-0.6	0.0	9	1	-1.3	x	-4	-1.3	0.7
CCn1c(SCc2c(Cl)cccc2Cl)nc2nc3c(cc2c1=O)CCCC3	1.1	-0.7	-1	2	0.6	-0.9	0	0.1	0.6
COc1ccc(C(CNC(=O)c2ccc3c(c2)CCC3)N(C)C)cc1 (centres undefined)	-0.6	-3.6	-3	-2	-0.5	-1.0	3	0.3	-0.6
COc1cc2c(cc1OC)C(C(=O)N(C)C1CCCCC1)C1CCCCN1C2=O (centres undefined)	x	-0.5	9	2	-1.4	x	-2	-2.2	-3.0
CCCCC(C(=O)NC1CCCC1)N(Cc1ccccc1)C(=O)c1snc(C(N)=O)c1N (centres undefined)	1.3	-2.7	7	7	-10	0.1	42	3.1	-1.8
O=C(COC(=O)c1cc([N+](=O)[O-])ccc1NCc1ccccc1)NCc1ccccc1Cl	-0.5	1.2	5	-4	-0.3	x	-5	0.2	-3.1
CSCCC(NS(=O)(=O)c1ccccc1F)C(=O)NCC(c1ccc(F)cc1)N1CCOCC1 (centres undefined)	1.4	1.5	7	0	-0.4	-0.6	2	2.2	-1.7
Cc1ccccc1OCC(=O)NCCCNC(=O)c1ccco1	-0.8	2.3	5	-3	-0.3	0.5	0	-0.8	-1.5
Cc1ccc([N+](=O)[O-])c(OCCCN2CCCCCC2)c1	0.0	-2.1	5	3	-0.1	x	-10	-1.0	-0.8
O=c1c2cc(Cl)ccc2nc(-c2ccccc2Cl)n1O	0.9	-0.1	6	0	-0.4	x	1	12	-3.1
Cc1ccc(C(=O)N2CCc3ccccc3C2)cc1S(=O)(=O)N1CCOCC1	1.8	0.4	-1	0	-0.5	15	19	0.4	-1.4
O=C(CNC(=O)c1[nH]cnc1C(=O)N[C@@H](Cc1ccccc1)C(=O)OCc1ccccc1)OCc1ccccc1	0.4	0.0	3	1	i	-1.7	-14	1.0	-2.7
O=C(COC(=O)/C=C/c1cccc(F)c1)NC1CCCCCC1	0.9	-0.7	1	1	i	-1.6	18	-1.6	-0.9
COc1ccccc1Oc1coc2c(CN(C)C)c(O)ccc2c1=O	x	1.1	25	114*	i	0.8	-3	-1.5	-2.7
CC(C)c1ccc(NC(=S)NN(c2ccccc2)c2ccccc2)cc1	x	-1.8	5	-4	-1.4	-0.5	26	5.0	-0.3
CC(OC(=O)CCCNC(=O)c1ccc(Cl)cc1)C(=O)N(C)Cc1ccccc1 (centres undefined)	1.8	1.8	1	1	i	-2.5	12	0.3	-0.7
COC(=O)NC1CSCC1OC(=O)CN1C(=O)c2ccccc2C1=O (centres undefined)	x	-0.5	-10	1	-0.2	0.1	0	0.7	-5.4
Cc1ccoc1C(=O)Nc1ccc2ccccc2c1	1.2	2.5	-2	-3	i	-1.6	-2	2.4	-4.7
O=C(Nc1ccccc1Cl)NC1(C(=O)N2CCOCC2)CCCCC1	-2.0	-1.5	-5	2	-0.4	0.4	4	-0.9	-1.5
COn1c(=O)c(=O)n(OC)c2ccccc21	x	1.3	1	-2	0.7	x	-6	1.5	-3.0
Next part
SMILES	TcdB GH inh	Mtb UGM inh	GDH-TPI inh	FBA Mtb inh	BH1578 lux ind	BioA inh	Y pestis TopoI	PfHsp40 yeast	FadD28 FP inh
COc1ccc(-n2c(O)c(/C=N/NS(=O)(=O)c3cccc([N+](=O)[O-])c3)c3ccccc3c2=O)cc1OC	0.4	-2.7	10	18	0.0	x	-8	-0.3	-5.3
Cc1cc(OCC(=O)C(C)(C)C)c2c(C)c(C)c(=O)oc2c1	x	-2.2	5	49*	4.3	1.3	8	0.0	-1.9
COc1cc(OC)c2c(-c3cccc(-c4ccc(OC(F)(F)F)cc4)c3)cc(=O)oc2c1	0.8	x	1	0	1.0	0.8	16	-1.2	0.5
COC(=O)c1ccc(CNC(=O)CCNC(=O)c2ccco2)cc1	-1.9	-3.3	-8	1	i	-0.5	-2	-0.7	0.0
COc1ccccc1N1C(=O)N(C(C)=O)C2C1Nc1ccccc1N2C (centres undefined)	1.0	-1.3	22	1	i	-0.4	-2	-0.6	-1.3
CCCCNC(=O)Nc1ccon1	x	-4.8	1	-2	-0.6	1.6	-1	-0.7	-2.6
CCS(=O)(=O)c1ccc(C(=O)Nc2ccccc2)c(Cl)c1Cl	x	-0.2	9	3	-0.6	5.2	-3	0.9	-0.3
CCOCCSc1nc2c(c(=O)[nH]c(=O)n2C)n1CCCc1ccccc1	x	1.7	4	0	-0.2	0.2	2	1.1	-0.6
Cc1cc(Cl)c(S(=O)(=O)N2CCCCCC2)cc1OCC(=O)NC1CCCCC1	x	-1.8	6	1	-0.4	x	10	0.0	-1.9
CCc1ccc([C@H]2[C@@H]3C(=O)C[C@@H]4C(=O)N(c5ccccc5)C(=O)[C@@H]4[C@@H]3CN2S(=O)(=O)c2ccc(C)cc2)cc1	-2.8	x	x	4	x	-3.4	x	x	0.6
CSc1ccccc1NC(=O)c1cc(-c2cccs2)on1	x	-1.4	13	6	-1.0	-1.2	-8	0.1	-2.0
O=C(Nc1cccnc1)c1c(O)c2c(n(Cc3ccccc3)c1=O)CCCC2	x	0.4	6	-2	x	1.4	-4	1.8	-1.4
CCOC(=O)c1c(C)[nH]c(C(=O)OC(C)C(=O)Nc2ccccc2OC)c1C (centres undefined)	0.0	3.4	7	1	-1.0	-2.1	11	0.3	-0.3
Cc1nc2ccccc2n1CCN1CCOCC1	2.1	0.9	-9	-7	1.8	-1.9	-8	1.8	-4.7
O=C(CN(C(=O)CCC(=O)Nc1ccccn1)c1cccc(F)c1)NCc1ccco1	0.8	0.6	-12	-3	-0.3	-0.9	7	0.7	-4.7

Compound profiles, from the list above.
CSc1ccccc1NC(=O)c1cc(-c2cccs2)on1 in the list: TcdB GH inh: x; Mtb UGM inh: -1.4; GDH-TPI inh: 13; FBA Mtb inh: 6; BH1578 lux ind: -1.0; BioA inh: -1.2; Y pestis TopoI: -8; PfHsp40 yeast: 0.1; FadD28 FP inh: -2.0
CCOC(=O)c1c(C)[nH]c(C(=O)OC(C)C(=O)Nc2ccccc2OC)c1C (centres undefined) in the list: TcdB GH inh: 0.0; Mtb UGM inh: 3.4; GDH-TPI inh: 7; FBA Mtb inh: 1; BH1578 lux ind: -1.0; BioA inh: -2.1; Y pestis TopoI: 11; PfHsp40 yeast: 0.3; FadD28 FP inh: -0.3

In a second layout: results already given
| Compound | TcdB GH inh | Mtb UGM inh | GDH-TPI inh | FBA Mtb inh | BH1578 lux ind | BioA inh | Y pestis TopoI | PfHsp40 yeast | FadD28 FP inh |
| --- | --- | --- | --- | --- | --- | --- | --- | --- | --- |
| Cc1nc2ccccc2n1CCN1CCOCC1 | 2.1 | 0.9 | -9 | -7 | 1.8 | -1.9 | -8 | 1.8 | -4.7 |
| O=C(Nc1cccnc1)c1c(O)c2c(n(Cc3ccccc3)c1=O)CCCC2 | x | 0.4 | 6 | -2 | x | 1.4 | -4 | 1.8 | -1.4 |

This is a random part of the collection; any-hit rate near 4.6%.
